# DDE Tn7 FP inh: disrupts Tn7 cyclic peptide binding to fibrin D-Dimer-E complex; AID 720508; P02675; inhibition, % at 8.3 µM; FP displacement of FITC-Tn7 peptide from fibrin DD(E); 0% = median of compound wells per plate; 370,000 compounds, 0.13% hits;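 active = inhibition above the mean of compounds falling within the control limits plus 3 SD of them, cut at about 14% in these data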;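 also: 0% = plate median of compound wells and 100% = 10 µM Aha-Tn7 peptide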
#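 Assay system: human fibrin DD(E) protein / Input: 2 µM fibrin DD(E) / Benchmarks: high control of 10 µM Aha-Tn7 peptide / Measured by: fluorescence polarization of the labelled Tn7 tracer / Medium: Tris buffer with calcium and detergent, pH 7.8 / Timing: 10 min compound pre-incubation, 3 h probe incubation at room temperature / Repeats: one replicate per compound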
# Rev-erbA mod: modulates human Rev-erb alpha binding to DNA; activity, % at 10 µM; 370,000 compounds, 0.79% hits; Rev-erbα–FITC-DNA binding, fluorescence polarization, 90 min; AID 1259318; P20393;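 active = activity above about 14%, limit read from the data; passing the limit was not always enough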;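 also: 0% = DMSO wells with 35 nM protein and 100% = DMSO wells with 750 nM protein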
# Target sequence (P20393 whole entry, looked up): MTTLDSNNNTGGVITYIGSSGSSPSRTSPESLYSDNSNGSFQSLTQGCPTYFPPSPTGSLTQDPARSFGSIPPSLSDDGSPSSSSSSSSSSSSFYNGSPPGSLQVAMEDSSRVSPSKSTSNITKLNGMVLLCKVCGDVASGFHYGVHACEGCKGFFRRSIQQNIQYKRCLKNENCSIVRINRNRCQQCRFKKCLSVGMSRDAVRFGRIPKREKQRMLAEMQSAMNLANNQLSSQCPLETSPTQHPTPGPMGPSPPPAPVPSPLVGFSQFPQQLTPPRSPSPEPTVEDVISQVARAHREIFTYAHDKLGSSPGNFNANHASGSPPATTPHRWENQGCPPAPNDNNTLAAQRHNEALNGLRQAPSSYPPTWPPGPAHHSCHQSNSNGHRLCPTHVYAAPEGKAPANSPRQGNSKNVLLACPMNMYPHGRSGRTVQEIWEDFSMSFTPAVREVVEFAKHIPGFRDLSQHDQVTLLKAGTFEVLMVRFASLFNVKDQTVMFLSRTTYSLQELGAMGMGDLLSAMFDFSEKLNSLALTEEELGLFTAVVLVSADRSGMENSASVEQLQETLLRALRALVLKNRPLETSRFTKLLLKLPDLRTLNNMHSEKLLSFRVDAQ
# PLC-beta3 inh: blocks human PLC-beta3 enzyme activity; Q01970; Purified PLC-beta3, fluorogenic substrate, fluorescence; inhibition, % at 12.2 µM; 370,000 compounds, 0.18% hits; in the data active = inhibition above about 11%;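 also: 0% = median of compound wells on plate and 100% = full blocker control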
# sPLA2-III inh: Inhibits HGIII-sPLA2 liposome hydrolysis, primary screen. 370,000 compounds, 0.56% hits. Q9NZ20. inhibition, % at 12.2 µM. QFRET BODIPY PC-A2 liposome hydrolysis, fluorescence. AID 743126;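 active = inhibition above mean plus 3 SD of compounds lying within the high and low control bounds, cut at about 19% in these data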;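 also: 0% = median of test compound wells and 100% = no enzyme DMSO wells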
# PLC-gamma1 inh: blocks human PLC-gamma1 enzyme activity; P19174; purified PLC-gamma1, fluorogenic substrate, fluorescence; inhibition, % at 12.2 µM; 370,000 compounds, 0.84% hits; AID 720700; in the data active = inhibition above about 9.5%
# ASAP1 GAP inh: ASAP1 ArfGAP inhibition; Q9ULH1; ASAP1-stimulated ARF1 GTP hydrolysis, GDP FP detection; inhibition, % at 16.5 µM; 360,000 compounds, 0.19% hits; in the data active = inhibition above about 25%;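 also: 0% = vehicle with enzyme and substrate and 100% = no enzyme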
# proKLK7 act: proKLK7 (human) activation, primary screen; P49862; purified proKLK7, EDANS-DABCYL substrate fluorescence; 100% is mature enzyme control, 0% vehicle; activation, % at 7 µM; 370,000 compounds, 0.9% hits; AID 652039;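 active = activation above the mean of all tested compounds plus 3 SD, computed per campaign excluding outliers beyond control limits, cut at about 13% in these data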
# Target sequence (P49862 whole entry, looked up): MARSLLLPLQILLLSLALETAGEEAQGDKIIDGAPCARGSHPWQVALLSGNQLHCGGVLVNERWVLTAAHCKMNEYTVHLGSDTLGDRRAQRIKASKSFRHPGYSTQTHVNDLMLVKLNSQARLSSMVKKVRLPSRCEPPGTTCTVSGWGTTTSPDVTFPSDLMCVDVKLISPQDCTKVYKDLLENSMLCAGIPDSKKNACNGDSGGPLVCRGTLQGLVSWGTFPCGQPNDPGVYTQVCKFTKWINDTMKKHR
# Tn6 DDE FP: DD(E)-Tn6 binding inhibition, primary FP screen; Fibrin DD(E) TRITC-Tn6 fluorescence polarization displacement; inhibition, % at 8.3 µM; 370,000 compounds, 0.21% hits;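 active = inhibition above a per-campaign cutoff: mean of compounds within control limits plus 3 SD, cut at about 15% in these data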;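 also: 0% = median of all compound wells on the plate and 100% = blocking peptide control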
# ARFGAP1 inhibitor: rat ARFGAP1 inhibition; Arfgap1-stimulated ARF1 GTP hydrolysis, GDP FP detection; inhibition, % at 16.5 µM; 360,000 compounds, 0.26% hits;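 active = inhibition above a per-plate limit, mean inhibition of low control wells plus 3 SD, cut at about 25% in these data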;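 also: 0% = DMSO wells with enzyme and 100% = wells lacking Arfgap1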
# Target sequence (Q62848 1-136 limits assumed): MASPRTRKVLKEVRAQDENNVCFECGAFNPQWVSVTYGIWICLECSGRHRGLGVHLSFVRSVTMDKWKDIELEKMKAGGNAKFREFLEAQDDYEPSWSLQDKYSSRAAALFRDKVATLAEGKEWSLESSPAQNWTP
#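 Replicates: Single well per compound | Assay system: Truncated rat Arfgap1 GAP domain | Control set: No-Arfgap1 wells (100%) versus DMSO full-reaction wells (0%) | Times: Enzyme reaction 120 min at 25 °C after 20 min preincubation | Reagent: Human ARF1(Δ1-17)-GTP substrate | Measured by: Tracer-displacement fluorescence polarization with EDTA stop, 620/688 nm | Measure: Percent inhibition of Arfgap1-stimulated GTP hydrolysis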
# UHRF1 binding: blocks human UHRF1 binding to methylated DNA. Q96T88. 370,000 compounds, 0.75% hits. UHRF1 binding to methylated oligo, TR-FRET. inhibition, % at 4.4 µM; in the data active = inhibition above about 21%;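 also: UHRF1 SRA domain binding a hemimethylated CpG hairpin DNA probe; 0% = median of test compound wells and 100% = reference inhibitor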
# Starred values were filed as active, the others as inactive.
SMILES,DDE Tn7 FP inh,Rev-erbA mod,PLC-beta3 inh,sPLA2-III inh,PLC-gamma1 inh,ASAP1 GAP inh,proKLK7 act,Tn6 DDE FP,ARFGAP1 inhibitor,UHRF1 binding
CCOc1ccc(NC(=O)CSc2nc3nc(C)cc(C)n3n2)cc1,-4,2,-4,2,4,6,0.2,7,-1,-2
Cc1ccccc1S(=O)(=O)Cc1ccc(C(=O)NCCCN(C)Cc2ccccc2)o1,6,-1,-12,-3,-3,-7,0.1,13,8,1
CC(C)(C)n1nc2c(c1NC(=O)COc1ccc(F)cc1)CS(=O)(=O)C2,9,7,-5,3,2,-4,0.5,16*,-14,0
COc1ccc(NC(=O)Cn2nnc(C(=O)NCc3ccc(C)cc3)c2N)cc1Cl,3,-2,-6,3,13*,11,0.2,1,8,-2
COc1ccc2c(=O)c3ccccc3oc2c1,8,0,2,0,0,2,-0.5,1,6,-15
COc1ccc(-c2ccc(CN3C(CC(C)C)C(=O)N(Cc4cn(CCC5OCCO5)nn4)CCS3(=O)=O)cc2)cc1OC (stereo not given),-1,2,-1,-8,1,3,0.6,-1,6,-2
Cc1nccn1CCc1nc(N)nc(N)n1,-3,-4,1,1,-1,15,0.8,-4,1,4
N#C/C(=C(/O)CN1C(=O)c2ccccc2C1=O)c1nc2ccccc2[nH]1,1,4,-2,2,-4,-4,-0.2,1,4,-1
COc1ccc(CNC(=O)Cc2ccc(NC(=O)C3=C(C)OCCS3)cc2)cc1,-1,-1,-5,6,1,13,-0.4,2,7,2
O=C1OC(Cc2ccccn2)C(O)=C1C1=NCCCCN1 (stereo not given),3,-2,4,2,4,6,0.0,3,13,2
CCc1sc(C(=O)N2CCc3ccccc32)cc1C,2,-2,-6,1,-4,-1,-0.2,0,-4,5
Cc1cccc(NC(=O)CN(C)S(=O)(=O)c2ccc(Cl)cc2)n1,10,-3,4,-3,-2,-11,0.5,0,-5,-2
COC(=O)N1CCN(S(=O)(=O)c2ccc(F)cc2)CC1,-4,-3,1,2,3,-10,-0.2,-8,-6,0
O=C(O)c1cc(Br)ccc1NS(=O)(=O)c1cccc2nsnc12,6,-3,0,-21,2,-5,0.2,2,-8,0
COc1cc(/C=N/O)cc(Br)c1OCc1ccc(Cl)cc1,3,1,-4,-17,0,7,-0.2,-8,-7,4
Cc1cccc(CNCc2ccccc2)c1,-2,7,3,2,4,12,-0.5,4,8,3
CC(=O)C1=C(O)C(CSCc2ccccc2)N(C)C1=O (stereo not given),-2,-5,-2,-8,-4,0,-0.4,10,9,-7
CC1CCc2c(sc3nc(CN4CCOCC4)nc(N4CCc5ccccc5C4)c23)C1 (stereo not given),-3,5,-22,-3,-17,-9,0.0,-6,3,0
CCSc1cc(Cl)nc(N)n1,2,0,-5,1,-1,-6,0.0,1,6,-3
O=C(C1CCC(CNc2c(N3CCCCC3)c(=O)c2=O)CC1)N1CCc2ccccc2C1 (stereo not given),5,-1,2,0,-1,3,-0.6,-6,-3,0
COc1ccccc1N1CCN(C(c2cccs2)C(C)NS(=O)(=O)c2ccccc2)CC1 (stereo not given),4,13,5,-7,6,2,0.8,-3,-2,1
Oc1ccc(C(c2nnnn2CCc2ccccc2)N2CCN(c3nc4ccccc4s3)CC2)cc1 (stereo not given),11,3,-4,4,3,-3,-0.7,-5,0,0
COC(=O)C1=C(C(=O)c2ccccc2)C(c2ccc(O)c(OC)c2)n2nnnc2N1 (stereo not given),5,-5,-6,1,-5,0,0.8,-2,1,1
NC(=O)c1cc(C(=O)c2ccc(Cl)cc2Cl)c[nH]1,-3,0,-2,-2,8,-6,0.5,3,4,17

# A section of the results above, for reference:
SMILES,DDE Tn7 FP inh,Rev-erbA mod,PLC-beta3 inh,sPLA2-III inh,PLC-gamma1 inh,ASAP1 GAP inh,proKLK7 act,Tn6 DDE FP,ARFGAP1 inhibitor,UHRF1 binding
CC(=O)C1=C(O)C(CSCc2ccccc2)N(C)C1=O (stereo not given),-2,-5,-2,-8,-4,0,-0.4,10,9,-7
CC1CCc2c(sc3nc(CN4CCOCC4)nc(N4CCc5ccccc5C4)c23)C1 (stereo not given),-3,5,-22,-3,-17,-9,0.0,-6,3,0
CCSc1cc(Cl)nc(N)n1,2,0,-5,1,-1,-6,0.0,1,6,-3

# Additional results
SMILES,DDE Tn7 FP inh,Rev-erbA mod,PLC-beta3 inh,sPLA2-III inh,PLC-gamma1 inh,ASAP1 GAP inh,proKLK7 act,Tn6 DDE FP,ARFGAP1 inhibitor,UHRF1 binding
COc1cc(/C=N/NC(=O)CN2CCCCC2)ccc1OCc1ccc(Br)cc1,-3,-2,5,-13,3,1,1.1,-4,-4,-4
Cc1ccc(NC(=O)c2ccc(Cl)c(N3C(=O)CCC3=O)c2)cc1,-1,-2,-7,1,0,-10,-0.7,2,-1,2
Cc1cc(=O)oc(C)c1C(=O)NCc1ccc(F)cc1,1,4,2,-17,0,6,-0.2,-2,-4,0
O=C(NCc1ccc(F)cc1)C1CC(=O)N(C2CCCCC2)C1 (stereo not given),6,1,-2,2,-2,-6,0.2,-5,-4,1
CCn1c2c(c3ccc(OC)cc31)CCCC2=O,3,7,-28,-7,-17,0,-0.4,8,-2,-2
CCN(CC)S(=O)(=O)c1ccc(Cl)c(C(=O)OC2CC(C)OC2=O)c1 (stereo not given),-2,0,-8,6,1,-11,0.3,-2,16,1
COc1ccc(Nc2cccccc2=O)cc1,2,-1,0,-5,3,6,0.6,1,-2,0
O=C(CN(Cc1cccs1)C(=O)CNS(=O)(=O)c1ccc(F)cc1)NCC1CCCO1 (stereo not given),3,-7,0,2,1,1,0.1,-1,5,1
COC(=O)c1c(NC(=O)COc2ncnc3ccccc23)sc(C)c1C,-2,-3,2,-5,3,-5,-0.3,-3,-1,4
Cc1ccc(OCc2nc3ccccc3n2C)cc1,-4,0,-2,-1,0,8,0.1,6,-4,0
O=C(O)CCc1ccc(S(=O)(=O)Nc2ccc(OCc3ccccc3)cc2)cc1,2,1,-9,-16,4,-1,0.6,1,3,5
COc1ccc(C(=O)Nc2scc(-c3ccc(Cl)cc3Cl)c2C(N)=O)cc1,-4,62*,-11,1,-9,2,0.1,2,11,-3
O=C(COC(=O)/C=C/c1ccc(F)cc1)NC1CC1,-1,1,-3,0,0,7,-0.9,-7,3,1
CN(Cc1ccc(F)cc1)S(=O)(=O)c1nnc(NC(=O)c2ccccc2)s1,-3,-5,-47,-1,-22,0,-0.3,-7,5,-1
COc1ccc(NC(=S)N2CCN(c3ncccn3)CC2)c(OC)c1,-4,-2,-9,13,0,2,-0.3,-6,5,1
O=C(Nc1ccc(N2CCOCC2)cc1)c1ccncc1,-9,-1,1,5,3,2,-0.1,-2,-3,1
O=C(COC(=O)c1c2c(nc3ccccc13)CCCC2)Nc1ccc2c(c1)OCO2,-10,2,0,-9,6,8,-0.6,-5,8,3
CC(=O)c1ccc2noc(-c3ccc(F)cc3)c2c1,8,-1,-144,-13,-121,8,2.4,5,14,-12
O=C(NCCN1CCCCC1)Nc1ccc([N+](=O)[O-])cc1,-4,-11,1,-5,3,-8,0.1,7,4,-3
O=C(O)CSc1ccc2nnc(-c3cccnc3)n2n1,7,-6,-6,11,-9,-17,-0.4,5,0,6
O=C(c1cc2ccccc2oc1=O)N1CCOCC1,-3,-2,-6,8,4,-13,0.4,-7,11,1
Nc1nnc(N)c2ccccc12,9,-2,-178,2,-109,-12,-6.6,3,4,-1
CCc1c(C)nc(N)n2c(SCC(=O)N3CCCC(C)C3)nnc12 (stereo not given),-6,2,4,-27,4,7,-0.5,-2,-14,6
CN(Cc1cccs1)C(=O)CNC(=O)c1ccco1,10,-1,-11,12,-1,6,0.0,1,2,5
O=S(=O)(c1cc(C(F)(F)F)ccc1Cl)N1CCN(c2ncnc3ccccc23)CC1,-5,9,-19,4,-7,2,-1.5,11,-4,1
CN(C)CCCNC(=O)C1(O)c2cc(Br)ccc2NC(=O)N1c1c(F)cccc1F (stereo not given),-8,-3,3,1,4,-5,-0.1,-2,-12,-1
CN1CCN(CCC(=O)N/N=C/C=C2\N(C)c3ccccc3C2(C)C)CC1,4,-6,5,3,-3,-17,-0.3,-1,-18,-3
O=C(Nc1ccccc1)OC1C2CCC1C(N1CCCCC1)CC2 (stereo not given),1,0,1,4,2,6,-0.1,-3,3,0
Cc1cc2nnc(SCC(=O)Nc3ccc(Cl)cc3)n2c(N)n1,4,-3,-2,-2,4,-9,-0.5,6,5,2
CN(c1ccc(C(=O)Nc2ccccn2)cc1)S(=O)(=O)c1ccccc1,-1,-3,0,-4,-1,12,-0.5,-3,3,-1
CCCn1c(N)c(C(=O)CSc2nnc(C)n2Cc2ccccc2)c(=O)n(C)c1=O,-1,-2,1,-1,3,1,-0.6,-2,2,1
Cc1ccc(S(N)(=O)=O)c(C)c1N1CCCC1=O,3,1,0,0,0,4,-0.9,0,5,-2
O=C1CSC(c2ccccc2)N1CCc1ccccc1 (stereo not given),-10,7,-3,15,3,-10,-0.4,3,9,6
Cc1c(NC(=S)NNC(=O)CCC(=O)O)c(=O)n(-c2ccccc2)n1C,9,6,-6,5,-1,-9,0.0,7,3,1
Cc1cccc(OCC(O)Cn2c(NCCCOC(C)C)nc3c2c(=O)[nH]c(=O)n3C)c1 (stereo not given),-5,-1,-3,-1,-3,5,-0.3,-2,-13,0
O=C(O)c1nn(CCOc2ccc(Cl)cc2Cl)c(=O)c2ccccc12,-4,-1,-5,-2,2,7,0.4,-2,18,1
C=CCn1cc(C(=O)c2cc(Br)ccc2O)cc(C#N)c1=O,8,-3,-6,-6,1,9,1.1,4,4,3
CC(=O)Nc1ccc(C(=O)COC(=O)CN2C(=O)NC3(CCCCC3C)C2=O)cc1 (stereo not given),-6,-1,-2,-1,-4,5,0.3,2,6,2
C/C(N)=C(/C#N)C(=O)COC(=O)CCS(=O)(=O)c1ccccc1,3,-5,1,6,-2,-7,0.3,1,13,-1
O=C(NN=Cc1ccc(O)cc1)C(=O)NN=Cc1ccc(O)cc1,-4,9,-36,-4,-30,-19,1.4,-1,2,-2
O=C(O)C1C2C=CC(C2)C1C(=O)Nc1ccccc1Br (stereo not given),-3,0,-7,-3,-3,16,0.7,-8,2,10

# Compounds as they come; overall some 4.5% were active at least once.
